Compound activity as filed in PubChem BioAssay.
EPAC1 antagonist = antagonists of human EPAC1. EPAC1 GEF assay, Rap1b-BODIPY-GDP exchange fluorescence. Potency, µM (doses to about 115 µM), without a hit: at the top dose activity change, negative = inhibition, usual class: inhibitors. 0.14% of 360,000 active;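 also: potency is read from the fitted curve at half-maximal effect; plate controls were vehicle for no effect and positive control for full effect; nearly all actives have a fitted effect of over 50% in size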
EPAC1 ag = EPAC1 (human) agonism | O95398 | EPAC1 agonist qHTS, biochemical assay; response scale: 100% = response to 6.5 mM cAMP | Potency, µM (doses to about 154 µM), without a hit: at the highest dose activation, hits mostly activators | 0.073% of 360,000 active | AID 720707; also: potency is read from the fitted curve at half-maximal effect; nearly all actives have a fitted effect of over 60% in size
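Multi-concentration qHTS readout: loss of Rap1B-bound BODIPY-GDP fluorescence driven by 100 nM EPAC1 with excess GDP (50 uM), monitored kinetically at room temperature; agonist response expressed relative to 6.5 mM cAMP.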
PI5P4K alpha inh = blocks human PI5P4K alpha kinase activity. P48426. PI5P4Kalpha enzyme, ADP-Glo luminescence, 60 min; stronger effect = lower value. max response, %. 1.2% of 330,000 active. AID 652105; active = max response of -50% or lower; inconclusive = between -30% and -50%; inactive = -30% or higher; also: value at the top dose of about 77 µM; % is scaled to controls: 0 for no effect and ±100 for the full control effect
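Controls without substrate or without enzyme flank wells where PI5P4Kalpha converts substrate using 5 microM ATP (final). Incubation lasts 60 minutes at room temperature; ADP formed is read by ADP-Glo luminescence.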
WRN inhibitor = inhibitors of human WRN helicase | Potency, µM (top dose mostly 114 µM), for the others: at the highest dose activity change, negative = inhibition, actives largely listed as inhibitors | Q14191 | 0.46% of 360,000 active | WRN helicase unwinding, fluorescent forked duplex, kinetic | AID 651768; also: potency is read from the fitted curve at half-maximal effect; % is scaled to controls: 0 for no effect and ±100 for the full control effect; nearly all actives have a fitted effect of over 55% in size
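Kinetic red-fluorescence monitoring (525/598 nm) tracks WRN helicase activity after 100 nM fluorophore-quencher forked duplex and 2 mM ATP are added to 20 nM enzyme pretreated 15 min at room temperature with compound.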
CCT chaperon mod = changes cytosolic chaperonin activity; purified chaperonin ATPase assay, HTRF ADP detection, 30 min; activity change, % (test concentration not listed), hits read low; 0.3% of 360,000 active; in the data active = activity change below about -30%; also: % is scaled to controls: 0 for no effect and ±100 for the full control effect
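TRiC at 40 or 20 nM final (batch-dependent) in 30 mM Tris pH 7.4, 100 mM KCl, 5 mM MgCl2, 1 mM DTT, with compound at single 76 uM and 10 uM ATP, 30 min at 37 deg C. ADP detected by HTRF Transcreener, 665/615 ratio.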
IL-2 act = activates IL-2 in a cell-based reporter assay; AID 652025; 0.065% of 360,000 active; activation, % (series mostly up to about 46 µM); IL-2 activation reporter assay, cell-based qHTS; stimulated with anti-CD3/CD4/CD28 beads; in transgenic mouse T cells; in the data active = activation above about 50%; inconclusive = mostly about 30% to 49%; also: 0% is about no effect
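Screening format: compound pinned onto unstimulated transgenic mouse T cells, 60 min incubation, then anti-CD3/anti-CD4/anti-CD28 bead stimulation for 18 hours at 37 degrees C, followed by EGFP and DsRed detection.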
EPAC2 ag = agonists of human EPAC2 (RAPGEF4). Potency, µM (titrated, usually from 154 µM), inactives show at the highest dose activation, most hits filed as activators. 0.079% of 360,000 active. EPAC2 activation, biochemical qHTS; response scale: 100% = 6.5 mM cAMP response. Q8WZA2. AID 720711; also: potency is read from the fitted curve at half-maximal effect; nearly all actives have a fitted effect of over 50% in size
Target sequence (Q8WZA2 whole entry, looked up): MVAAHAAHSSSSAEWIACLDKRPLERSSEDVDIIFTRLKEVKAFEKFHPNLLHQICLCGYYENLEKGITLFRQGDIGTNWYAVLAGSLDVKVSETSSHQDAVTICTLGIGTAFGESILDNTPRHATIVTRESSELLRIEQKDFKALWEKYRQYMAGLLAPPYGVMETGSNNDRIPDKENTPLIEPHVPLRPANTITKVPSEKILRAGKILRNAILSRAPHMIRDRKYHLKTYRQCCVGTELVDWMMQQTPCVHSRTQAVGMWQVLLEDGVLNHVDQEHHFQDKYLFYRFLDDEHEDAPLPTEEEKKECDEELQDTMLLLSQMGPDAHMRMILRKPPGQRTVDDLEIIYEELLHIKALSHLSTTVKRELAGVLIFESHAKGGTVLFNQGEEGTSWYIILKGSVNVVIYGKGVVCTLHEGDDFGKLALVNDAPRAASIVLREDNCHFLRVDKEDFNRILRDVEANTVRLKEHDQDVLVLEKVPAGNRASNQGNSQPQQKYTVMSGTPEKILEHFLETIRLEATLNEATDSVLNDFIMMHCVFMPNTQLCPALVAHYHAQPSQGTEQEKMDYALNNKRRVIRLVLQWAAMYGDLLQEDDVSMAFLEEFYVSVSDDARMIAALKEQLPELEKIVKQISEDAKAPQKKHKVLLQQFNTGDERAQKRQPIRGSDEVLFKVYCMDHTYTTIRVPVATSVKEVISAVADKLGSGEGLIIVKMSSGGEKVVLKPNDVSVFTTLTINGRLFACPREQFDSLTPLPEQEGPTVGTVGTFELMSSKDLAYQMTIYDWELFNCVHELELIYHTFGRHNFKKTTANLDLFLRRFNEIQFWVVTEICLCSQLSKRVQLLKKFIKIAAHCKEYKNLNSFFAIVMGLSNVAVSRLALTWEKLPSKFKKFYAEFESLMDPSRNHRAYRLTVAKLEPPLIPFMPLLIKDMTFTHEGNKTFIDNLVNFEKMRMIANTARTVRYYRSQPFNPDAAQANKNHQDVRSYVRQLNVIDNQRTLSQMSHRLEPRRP
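Guanine nucleotide exchange by EPAC2 is measured as reduced fluorescence of BODIPY-GDP once it is released from 250 nM Rap1B. Plates are read kinetically for 30 min at room temperature; results are scaled to 6.5 mM cAMP.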
PLK1 PBD inh = PLK1 (human) polo-box domain binding inhibition; P53350; Plk1 PBD binding of FITC phosphopeptide, fluorescence polarization; Potency, µM, inactives show max response, negative = inhibition, most hits filed as inhibitors; 2.8% of 360,000 active; also: potency is read from the fitted curve at half-maximal effect; series mostly up to about 57 µM; % is scaled to controls: 0 for no effect and ±100 for the full control effect; nearly all actives have a fitted effect of over 65% in size
* = called active by the depositor; ? = inconclusive; · = no result given; [ ] = another dose, or the depositor's remark. Unless noted, calls follow the shape of the dose curve; as a rule, active = well fitted curve in the direction sought with a large enough effect; inconclusive = small, poorly fitted or top-dose-only effect, or another doubt; inactive = no such curve, though single readings can be large; an effect the other way counts as inactive or inconclusive.

Every second line gives: EPAC1 antagonist | EPAC1 ag | PI5P4K alpha inh | WRN inhibitor | CCT chaperon mod | IL-2 act | EPAC2 ag | PLK1 PBD inh
COc1cc(O)c(C(CC(=O)N2CCCC2)c2ccc(N(C)C)cc2)c(OC)c1 (stereo unspecified)
→ 11% | -4% | 4 | -6% | -0.2 | -0.5 | -1% | 3%
COc1ccc2ccccc2c1C(=O)/C=C\c1ccoc1
→ -19% | 7% | -53* | -21% | -2.3 | 0.0 | 19% | -12%
COc1ccc(C2c3cc(OC)c(OC)cc3CCN2C(=O)c2ccccc2Br)cc1OC (stereo unspecified)
→ -2% | 18% | 2 | 3% | -1.7 | -0.9 | 26% | -12%
CCOc1ccccc1N1CC(C(=O)Nc2ccc3c(c2)OCCO3)CC1=O (stereo unspecified)
→ 7% | 4% | -1 | -14% | 0.1 | -0.6 | -2% | -7%
COC(=O)N/N=C/c1ccc(/C=N/NC(=O)OC)cc1
→ -18% | 11% | 9 | -1%[57.1 µM] | -5.1 | -0.6 | 4% | -12%
CCOC(=O)C1C(=O)NC(N2CCN(Cc3ccccc3)CC2)=NC1c1ccco1 (stereo unspecified)
→ 0% | 9% | · | 0% | -2.2 | 0.3 | 9% | -9%
COC(=O)c1c(C)[nH]c(C(=O)COC(=O)CCNS(=O)(=O)c2cccc(C(F)(F)F)c2)c1C
→ -7% | -10% | 8 | -10% | 0.1 | -0.3 | 0% | -5%
O=C(NCCc1ccccc1)C1CCN(C(=O)c2sccc2-n2cccc2)CC1
→ 12% | 3% | -2 | -6% | 0.7 | -0.9 | 4% | -1%
CC1(c2cccc(Br)c2)NC(=O)N(CC(=O)Nc2ccc(S(N)(=O)=O)cc2)C1=O (stereo unspecified)
→ -2% | 14% | 0 | 4% | -0.9 | 0.4 | 12% | -15%
Cc1ccc(SCC(=O)Nc2ccc3c(c2)C(=O)NC3=O)cc1
→ 4% | -3% | 6 | -4% | 0.9 | 0.5 | 0% | 4%
COC(=O)c1[nH]c2ccc(F)cc2c1NC(=O)Nc1ccc(OC)cc1
→ -3% | -4% | -15 | -8% | 3.7 | 2.2 | 8% | -4%
CCN(CC)CCCN=C1N[C@@H](c2ccccc2)C(C(=O)OC)=C(C)N1CC
→ -9% | 7% | -2 | -1% | 1.0 | -0.2 | 8% | -1%
COc1ccc(C2C(C(=O)c3cccs3)=C(O)C(=O)N2CCN2CCOCC2)c(OC)c1 (stereo unspecified)
→ 11% | -2% | -9 | 1% | -1.3 | 0.4 | 14% | -7%
CCC1C(c2ccccc2)=CCC(C(=O)O)C1C (stereo unspecified)
→ 0% | 0% | 2 | 3% | -2.4 | -0.3 | -1% | -25%
CCC(C)C(NC(=O)C1CCC(C)CC1)C(=O)NCc1ccccn1 (stereo unspecified)
→ -8% | 16% | 4 | -2% | -0.6 | 0.3 | 7% | -8%
COc1ccc([C@H]2C(C(=O)O)=C[C@@H](CC3CCCC3)N2S(=O)(=O)c2ccc(C)cc2)cc1OC
→ -9% | 3% | 2 | -4% | -0.1 | -0.2 | -9% | -10%
Cc1cc(C)c2nc(N3C(=O)C(O)=C(C(=O)c4ccco4)C3c3cccc(O)c3)sc2c1 (stereo unspecified)
→ ? | -8% | -60* | -6% | 0.8 | 1.1 | -9% | 27µM*
O=C(COC(=O)/C=C/c1ccccc1Cl)NC(=O)NCc1ccccc1
→ 6% | -4% | 2 | 4% | -1.0 | 0.0 | 5% | -1%
Cc1nc(SCc2ccccc2F)c2oc3ccccc3c2n1
→ 7% | 1% | 29 | -21% | -0.6 | -3.0 | 3% | -16%
Cc1cc(Cl)nc(Cl)c1C(=O)N1CCOCC1
→ 3% | 14% | -8 | 2% | -2.0 | 4.7 | 8% | -4%
Cc1cc(C)n(-c2nc3c(c(=O)[nH]c(=O)n3C)n2C(C)C)n1
→ 16% | 0% | 9 | 5% | -1.4 | 0.2 | -7% | -10%
CCOc1ccc(NC(=O)Cn2cncc2-c2ccc([N+](=O)[O-])cc2)cc1
→ -5% | -7% | 0 | -3% | -2.5 | -0.4 | 5% | -8%
Cc1cc(Br)ccc1NC(=O)c1sc2ncnc(N3CCN(c4ccccn4)CC3)c2c1C
→ ? | 0% | 5 | -3% | 2.2 | -3.8 | 1% | 1%
COCCNS(=O)(=O)c1cccn1-c1ncc(C(F)(F)F)cc1Cl
→ 0% | 0% | 9 | -1% | -3.0 | 1.6 | 1% | -6%
CCc1ccccc1NC(=O)Nc1c(C)n(C)n(-c2ccccc2)c1=O
→ -1% | 9% | 0 | -17% | -4.7 | -5.1 | 4% | -13%
Cc1cc(O)c(C2=Nc3ccccc3SC(c3ccc(Cl)cc3)C2)c(=O)o1 (stereo unspecified)
→ 7% | -8% | 14 | -12% | -6.7 | 0.5 | 9% | -26%
O=C(NCc1ccccc1Cl)c1cc(C(=O)C2CC2)c[nH]1
→ 5% | 12% | 1 | -3% | -0.4 | -4.1 | 6% | -3%
CN1C(=O)C(C)(C)c2cc(S(=O)(=O)N3CCN(c4cccc(Cl)c4)CC3)ccc21
→ -8% | 0% | -28 | -21% | 0.8 | 0.8 | 3% | ?
O=C(OCc1cn([C@H]2C[C@H](c3ccc(Cl)cc3)N(CC3CCCCC3)C[C@@H]2O)nn1)c1ccccc1
→ 7% | -13% | 4 | 2% | 1.2 | -0.4 | 10% | 1%
N/C(=N\OC(=O)Oc1ccccc1)c1ccc(Cl)cc1
→ -3% | -1% | -12 | -8% | -1.1 | 2.7 | -3% | -11%
Cc1ccc(SCCNC(=O)c2ccc([N+](=O)[O-])c(C)c2)cc1
→ -29% | -2% | 6 | -12% | 0.8 | 2.2 | 3% | 5%
COc1c(/C=N/Nc2nc(N3CCCCC3)nc(N3CCCCC3)n2)cccc1[N+](=O)[O-]
→ 7% | 2% | · | -5% | 0.1 | -0.1 | 10% | -2%
Cc1ccc(/C=N/NC(=O)CN2CCN(Cc3ccccc3Cl)CC2)o1
→ 5% | 0% | -2 | 1% | -0.7 | 0.2 | 5% | -4%
CS(=O)(=O)N(CC(=O)N1CCN(c2ccccc2F)CC1)C1CCCCC1
→ -4% | -4% | · | -3% | -10 | -1.0 | 4% | -9%
CC(=O)Nc1ccc(C2=NN(C)C(=NCc3ccccc3)SC2)cc1
→ -13% | 6% | ? | -4% | -2.8 | -4.6 | 16% | 30µM*
Cn1nnc2cc(C(=O)NCc3ccc4c(c3)OCO4)ccc21
→ 17% | 0% | -7 | 6% | 0.0 | -2.0 | -5% | -11%
CC(C)(C)n1cnc(C(N)=O)c1N
→ 18% | -6% | 0 | 2% | 1.6 | -2.1 | -1% | -6%
O=C(CCc1ccccc1)NC1C2CC3CC(C2)CC1C3 (stereo unspecified)
→ 3% | -11% | -1 | 1% | 1.2 | -2.6 | 9% | 6%
C=CCOc1ccccc1CNc1ccccc1C
→ 4% | 8% | 0 | -14% | -0.7 | -0.1 | 13% | 3%
CSc1nnc(C(C)(C)C)c(=O)n1/N=C/c1ccc(Cl)cc1
→ -3% | -2% | 0 | -1% | -1.2 | -2.2 | -2% | 1%
CCn1c(=O)cc(C(=O)OC)sc1=Nc1ccc(F)c(F)c1
→ -23% | -1% | 0 | -11% | 0.3 | -3.2 | 12% | -8%
O=C(COC(=O)c1cc(Cl)ccc1O)c1ccc2c(c1)OCO2
→ 9% | 10% | -1 | -12% | 0.6 | 3.6 | 1% | -8%
CC(OC(=O)CCCNC(=O)c1ccc(Cl)cc1)C(=O)N(C)Cc1ccccc1 (stereo unspecified)
→ -20% | -5% | -1 | 2% | -0.4 | -2.3 | -10% | 3%
COc1ccc(NC(=S)N2CCC(N(C)CC3CCCO3)CC2)cc1Cl (stereo unspecified)
→ -10% | 2% | 12 | -20% | -2.4 | 0.0 | -3% | ?
CCOC(=O)C1CC(CN2C(=O)c3ccccc3C2=O)OC1=O (stereo unspecified)
→ -13% | 8% | -9 | 9% | -1.4 | 2.5 | 14% | -9%
CCOC(=O)C1C(=O)CC(C)(O)C(C(=O)OCC)C1c1ccc(C)s1 (stereo unspecified)
→ 8% | -8% | 1 | -1% | 0.7 | -0.8 | -10% | 2%
Oc1c(C(c2ccc(Cl)cc2)N2CCCC2)cc(Cl)c2cccnc12 (stereo unspecified)
→ 1% | 1% | ? | -5% | 1.5 | -3.7 | 6% | ?
Cc1cc(NC(=O)C23CC4CC(CC(C4)C2)C3)n[nH]1
→ -1% | -15% | -4 | 4% | -1.9 | -0.5 | 1% | -3%
Cc1nn(C(C)C(=O)O)c(=O)c2ccccc12 (stereo unspecified)
→ 1% | 0% | 1 | -1% | -0.1 | 0.0 | 11% | -6%
O=C(C1=C[C@@H](c2ccccc2)C[C@@H](OCc2ccc(CO)cc2)O1)N1CCN(Cc2ccc3c(c2)OCO3)CC1
→ -11% | -6% | 3 | -6% | -2.7 | -3.5 | 0% | 7%
Cc1ccc(N(C(C)C(=O)O)S(=O)(=O)c2c(C)n[nH]c2C)cc1 (stereo unspecified)
→ -7% | -1% | 2 | 9% | -5.8 | -0.8 | 13% | -14%
COc1ccccc1NC(=O)c1ccc(NC(=O)C2COc3ccccc3O2)cc1 (stereo unspecified)
→ -4% | 23% | -4 | 0% | -1.2 | -0.3 | 23% | -18%
CCOC(=O)CSc1nc2c(sc3ccc([N+](=O)[O-])cc32)c(=O)n1Cc1ccco1
→ -2% | -13% | 1 | -9% | -1.9 | 1.2 | 3% | 3%
CC(=O)Oc1ccccc1C(=O)Nc1ccccc1C(=O)N1CCCC1
→ -6% | 4% | 3 | -9% | 1.4 | -1.7 | 4% | -17%
NS(=O)(=O)c1ccc(CCNC(=O)COC(=O)COc2cccc(C(F)(F)F)c2)cc1
→ -5% | -1% | -3 | 2% | -1.5 | -0.7 | 2% | -4%

Not all compounds are listed; count on the stated rates, not on these rows.
